Screens: PubChem BioAssay, National Center for Advancing Translational Sciences (NCATS)
Pf Dd2 growth: Plasmodium falciparum Dd2 growth inhibition; P. falciparum Dd2 growth, SYBR Green, 72 h; Potency, µM (top dose mostly 28.9 µM), without a hit: at the top dose activity, negative = inhibition, usual class: inhibitors; 120,000 tested, 4.3% active; AID 1347417; active = well fitted inhibition curve with a large enough effect; inconclusive = small, poorly fitted or top-dose-only effect; inactive = no such curve, though single readings can be large or run the other way;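 also: plate controls were DMSO vehicle for no effect and reference drug for full effect; nearly all actives have a fitted effect of over 65% in size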
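Readout: SYBR Green fluorescence, 485 nm excitation, 535 nm emission, after ~16 h lysis at 37C. Before that, Dd2-infected red cells (2.5% hematocrit) grew 72 h with compound, 29 uM top final concentration.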
The depositor's hits bear a star; i = inactive; ? = inconclusive; & = joins results of further samples; [ ] = dose if it differs, or a comment. Potency is read from the fitted curve at half-maximal effect. This is a subset. The share of hits here may be higher or lower than overall.

Start of the listing, in advance (4 entries):
SMILES	Pf Dd2 growth
COc1ccc(CN2CC[C@@](O)(C3CC3)[C@H](C)C2)cc1CN1CCCC1	-18%
O=C(Nc1ccccc1)C1CCCN(c2cnc3nccnc3c2)C1 (stereo not drawn)	?
COc1ccc(-c2nnc3ccc(NC(C)C)nn23)nc1	i
COc1ccc(CNC(=O)C[C@@H]2O[C@H](CNC(C)=O)[C@@H](O)[C@H]2O)cc1	3%[44.1 µM]

The list itself (from the top)
SMILES	Pf Dd2 growth
COc1ccc(CN2CC[C@@](O)(C3CC3)[C@H](C)C2)cc1CN1CCCC1	-18%
O=C(Nc1ccccc1)C1CCCN(c2cnc3nccnc3c2)C1 (stereo not drawn)	?
COc1ccc(-c2nnc3ccc(NC(C)C)nn23)nc1	i
COc1ccc(CNC(=O)C[C@@H]2O[C@H](CNC(C)=O)[C@@H](O)[C@H]2O)cc1	3%[44.1 µM]
Cc1cc(S(=O)(=O)N2CCC(Oc3ccc(C(N)=O)cn3)CC2)ccc1Cl	14%
Fc1ccc2nc(CO[C@H]3CN(C4CCOCC4)C[C@H]3F)[nH]c2c1	-13%[44.1 µM]
CCNC(=O)[C@@H]1C[C@H](n2cc(CN(C)C(=O)Nc3ccc(C)cc3)nn2)CN1	2%
Cc1ncsc1CN1CCCC(c2[nH]ccc2C(N)=O)C1 (stereo not drawn)	-16%
CN1CCN(Cc2c(O)ccc3cc(-c4ccccc4)c(=O)oc23)CC1	10µM*
CCC(=O)Oc1c(Sc2ccc(C)cc2)c(C)nn1-c1ccccc1	-17%
CN(C)c1ccc(-c2nc(-c3cccs3)c(-c3cccs3)[nH]2)cc1	-21%
O=C(CSc1nc2ccccc2nc1Cc1ccccc1F)Nc1cccc(C(F)(F)F)c1	i
O=C1[C@H]2CN(Cc3cc(F)c(F)cc3F)C[C@H]2C(=O)N1Cc1ccc2c(c1)OCO2	-9%
O=S(=O)(NCCS(=O)(=O)N1CCN(c2cccc(Cl)c2)CC1)c1ccc(F)cc1	i
Cc1ccc(S(=O)(=O)c2cn(CC(=O)Nc3ccc4c(c3)OCO4)c3ccccc3c2=O)cc1	-4%
O=C(c1ccc2nccn2c1)N1CCC(C(O)CCc2ccccc2)CC1 (stereo not drawn)	-24%
O=C(CN1CCOCC1)N1CC2CC(C1)[C@H]1CCCC(=O)N1C2 (stereo partly drawn)	-1%
COc1cc(OC)c(C2CC(=O)Nc3ccc4ccccc4c32)cc1OC (stereo not drawn)	?
Cc1ccc([C@@H]2CN(c3cc(N4CCC(O)CC4)ncn3)C[C@H]2N(C)C)cc1	-8%
COc1ccc(OC)c(CNC(=O)CCC2CCN(S(=O)(=O)c3ccccc3)CC2)c1	-23%
CC1=NOC2(CCN(Cc3ccc(N(C)C)cc3)CC2)C1	10µM*
COC(=O)c1c(NC(=O)Cc2coc3ccc(C)cc23)sc2c1CCC2	31%[activator][5.79 µM]
O=C(O)C1=NOC2CN(C(=O)Cc3ccccc3)CC12 (stereo not drawn)	36%[activator][44.1 µM]
Cc1cccc(-c2nc3cnccn3c2NCCC(=O)NCc2ccc(F)c(Cl)c2)c1	i
Cn1nc(-c2ccccc2)cc1[C@H]1CN2CC[C@H]1C[C@@H]2CNS(=O)(=O)Cc1ccccc1	i
CCCCNC(=O)CCCCCn1c(=O)[nH]c2ccccc2c1=O	i
CCCCN1C(=O)C(O)(CC(=O)c2ccc(C)cc2C)c2cc(Br)ccc21 (stereo not drawn)	?
COc1ccc(NC(=O)N[C@H]2C[C@@H](C(=O)N[C@@H](Cc3cccs3)C(N)=O)N(C(=O)CSC)C2)cc1	-1%
CCCCN1C(=O)[C@@H]2C[C@@H](O)CN2C2(CN(C3CCC(F)(F)CC3)C2)C1=O	-20%[44.1 µM]
CC(=O)c1cccc(NC(=O)c2cc(-c3ccc4c(c3)OCCO4)on2)c1	11%
COc1ccc(C(=O)N[C@@H]2CCC[C@@H]2C(=O)NCCc2ccc(OC)c(OC)c2)cc1	-19%
CCS(=O)(=O)N1CC(=O)N(c2cc(C)cc(C)c2)C(C)(C(=O)NC2CCCCC2)C1 (stereo not drawn)	i
O=S(=O)(c1ccc(F)cc1)N1CCCC(Cc2noc(-c3ccccc3)n2)C1 (stereo not drawn)	-4%
COc1ccc(CN2CCc3nc(N(C)C)[nH]c(=O)c3CC2)cc1Br	-7%[5.79 µM]
CCOCCN1C(=O)COC[C@@H]1[C@H](O)c1ccc(NC(=O)COc2ccccc2)cc1	-25%[44.1 µM]
O=C1CCN(C(=O)[C@@H]2CCCN2C(=O)NCCc2ccccc2)CCCCCCN1	-13%
O=C(NCc1ccc(F)cc1)c1cc2c(=O)n3ccccc3nc2s1	48%
COc1ccccc1/C=C/CN1CCNC(=O)C1CC(=O)N(C)Cc1ccc(C)cc1 (stereo not drawn)	-3%
CN(CCc1ccccc1)Cc1cc(C(=O)N2CCOc3ccccc3C2)no1	?
COCc1noc([C@@H]2CN(Cc3ccncc3F)C[C@H]2COC)n1	6%
CN1[C@@H](CCC(=O)NCc2cccnc2)CNC(=O)[C@@H]2[C@H]1CCN2C1CCCCC1	17%[44.1 µM]
COc1ccc(CNC2(Cc3cc(C(=O)N4CCCCC4)on3)COC2)cc1	i
COc1ccccc1-c1nc(N2CCOCC2)cc2c1CN(Cc1cnn(C)c1)C2=O	?
CSCC[C@@H]1NC(=O)c2cc(NC(=O)c3n[nH]c4c3CCC4)ccc2NC1=O	?
CCCN(CCC)C(=O)C1COC2(CCCCC2)N1C(=O)c1ccccc1 (stereo not drawn)	-11%
CCc1noc(C)c1C(=O)N1CCC(CCC(=O)NCc2cccc(C(F)(F)F)c2)CC1	-9%
COc1cccc([C@@H]2CN(C(=O)c3cc(C)oc3C)C[C@H]2C(=O)O)c1OC	-4%
CCCc1nc(C(=O)N2CCN(c3nc4ccccc4s3)CC2)cs1	-1%
CCC1=Nc2cc(C(=O)NCc3ccc(C)cc3)ccc2Sc2ccc(C)cc21	?
O=C(c1cccc(Cl)c1)N1CCN(c2cc(-c3ccccc3)[nH]n2)CC1	i
Cc1ccc(CN2CCC3(CCNCC3)C2)c(O)c1	?
CCCCSCCCNC(=O)c1cn(C)c2ccc(S(=O)(=O)N3CCCC3)cc2c1=O	37%[activator]
O=C(NCc1ccco1)N1CCc2c(nc(-c3ccc(F)cc3)[nH]c2=O)C1	-9%
Cc1ccc(N(CC(=O)NCCc2ccc(Cl)cc2)S(=O)(=O)N(C)C)cc1	25%
C=CCNC(=O)c1cn2c(n1)CN(C(=O)OC)CC2	9%[44.1 µM]
COCCCNC(=O)C1CCN(c2cc(C)nc3c(-c4ccc(OC)c(OC)c4)c(C)nn23)CC1	i
COc1ccc(Cn2c(SCC(=O)N3CCN(c4ccc(F)cc4)CC3)nc3ccccc32)cc1	?
CN(Cc1ccccc1C(F)(F)F)Cc1cccn1C	16%&-8%[44.1 µM]
CCc1ccc(-c2[nH]nc3nc(-c4ccc(OC)cc4)cc(C(=O)NCCc4ccc(OC)c(OC)c4)c23)cc1	6%
Cc1ccc(C(=O)N2CCC3(CCC(=O)N(Cc4ccccc4)CC3)CC2)s1	i

Reprinted at random: 6 records from the list.
SMILES	Pf Dd2 growth
Cc1ccc(CN2CCC3(CCNCC3)C2)c(O)c1	?
COCCCNC(=O)C1CCN(c2cc(C)nc3c(-c4ccc(OC)c(OC)c4)c(C)nn23)CC1	i
Cc1ccc(N(CC(=O)NCCc2ccc(Cl)cc2)S(=O)(=O)N(C)C)cc1	25%
COc1ccc(Cn2c(SCC(=O)N3CCN(c4ccc(F)cc4)CC3)nc3ccccc32)cc1	?
O=C(c1cccc(Cl)c1)N1CCN(c2cc(-c3ccccc3)[nH]n2)CC1	i
CCC1=Nc2cc(C(=O)NCc3ccc(C)cc3)ccc2Sc2ccc(C)cc21	?

More entries follow:
SMILES	Pf Dd2 growth
Cc1ccccc1-c1[nH]nc2ncc(-c3ccsc3)nc12	i
O=C(Nc1cccc(Br)c1)c1cnc(-c2ccccc2)nc1-c1ccncc1	-23%
CCc1ccc(-n2c(=O)c3c4c(sc3n(CC(=O)NCCCOC)c2=O)CCC4)cc1	12%
CC(C)NC(=O)[C@@H]1C[C@@H](NC(=O)c2cnc3c(O)cccn3c2=O)CN1C	?
Cc1cc(C)cc(NC(=O)CSc2oc(-c3ccccc3)nc2S(=O)(=O)c2ccccc2)c1	-28%
COCC1CN(S(=O)(=O)c2ccc3c(c2)OCCO3)CC12CCNCC2 (stereo not drawn)	-1%
Cc1ccc(C2Cn3nnc(-c4noc(CCc5ccccc5)n4)c3CO2)cc1 (stereo not drawn)	7%
CC(C)C(NC(=O)C1CCC1)C(=O)N1CCN(c2ccccn2)CC1 (stereo not drawn)	i
COc1ccc(C(=O)N2CCC3(Cc4ccccc4NC3=O)C2)cc1 (stereo not drawn)	i
O=C(NC1CCCN(C2CCCCCC2)C1)c1ccccc1C(F)(F)F (stereo not drawn)	?
CN1CCN(CCCNC(=O)c2ccc(N3CC4CC(C3)[C@H]3CCCC(=O)N3C4)nc2)CC1 (stereo partly drawn)	-10%
O=C(c1ccccc1F)N1CCC2(CC1)CN(Cc1ccccc1)CC2CO (stereo not drawn)	?
Cc1ccc(-n2c(SCC(=O)Nc3cccc(C)c3)nc3c(oc4ccccc43)c2=O)cc1	?
CSc1ccccc1C(=O)N(C)C1CCCN(CCCc2ccccc2)C1 (stereo not drawn)	?
COCCc1noc([C@@H]2CN(Cc3ccc4c(c3)CCO4)C[C@H]2CO)n1	?
Cc1ccc(CN2CCN(C(=O)C3Cn4cccc4C(=O)N3Cc3cccnc3)CC2)cc1 (stereo not drawn)	13µM*
CCOc1cc(=O)n2c(c1C(=O)NCc1ccc3c(c1)OCO3)CCCC2	14%
O=C(CCCn1cncn1)N[C@H]1CCOC[C@H]1C1CCOCC1	1%
O=C(c1cc2cc3ccc(Cl)cc3nc2o1)N1CCN(c2cccc(Cl)c2)CC1	2%
O=C(CCc1cn(Cc2ccccc2F)c2ccccc12)NCc1ccc(Cl)cc1	0%
COc1cc2c(cc1NC(=O)COc1ccc(Cl)cc1Br)oc1ccccc12	54%[activator]
Cc1ccc(S(=O)(=O)N(CC(=O)Nc2ccc(Cl)cc2Cl)c2ccccc2C)cc1	-2%
Cc1noc(-c2cn(C3CCN(C(=O)C(C)Oc4ccccc4)CC3)nn2)n1 (stereo not drawn)	i
O=C(Nc1ccc(C2(C(=O)N3CCCCCC3)CCC2)cc1)C1CC1	i
COc1ccccc1CN1CCC(N2CCCCCC2=O)CC1	?
Cc1ccc(NC(=O)C2CCN(C(=O)c3sc4nc[nH]c(=O)c4c3C)CC2)cc1F	i
CC(=O)N1CCN(C(=O)[C@@H]2Cc3cn(Cc4cc(C)on4)c4cccc(c34)[C@H](CC(C)C)N2)CC1	?
CCCn1ncc(CN2CCCC23CCN(c2ncccn2)CC3)c1C	-15%
CCOC(=O)c1cccc(NC(=O)C(CC(C)C)N2Cc3ccccc3C2=O)c1 (stereo not drawn)	?
COc1ccc(C(=O)N2CCC(c3n[nH]c(=O)n3-c3ccccc3)CC2)cc1OC	i
CCC(C(=O)N1CCN(c2cc(-c3cccs3)[nH]n2)CC1)c1ccccc1 (stereo not drawn)	?
CCNC(=O)[C@@H]1CCCN1[C@@H](C(=O)NC)C1CC1	15%[44.1 µM]
Cc1ccc(OCC(=O)c2ccc3c(c2)N(CCCC(=O)N2CCOCC2)C(=O)CO3)c(Cl)c1	?
CC(=O)Nc1ccc(CN2CC[C@@H](c3ccc4c(c3)OCO4)[C@H](O)C2)cc1	-9%
Cc1c2cnn(CC(=O)O)c(=O)c2c(C)n1Cc1cccc(Cl)c1	11%
O=C(NC1COC1)c1ccc2c(c1)C1(CCN(CC3CC3)C1)CN2Cc1ccccc1 (stereo not drawn)	?
Cc1cc(C)c(CNC(=O)c2cc(-c3ccccc3F)cc3c2OCCN3C)c(=O)[nH]1	6.3µM*
O=C1CCCN1CCCN1C(=O)[C@H]2CN(Cc3ccc(Br)cc3)C[C@H]2C1=O	-12%
O=C(NCc1ccccc1)N1CC(Oc2cccc(-c3nc(-c4ccccc4)no3)c2)C1	?
CC1CCC2(CC1)OCC(C(=O)NC1CC1)N2C(=O)c1ccccc1F (stereo not drawn)	21%
CCN1CCN(Cc2c(O)ccc3cc(-c4ccc(OC)cc4)c(=O)oc23)CC1	5.6µM*
Cc1ccccc1C(=O)N1CCC(N2CCCCCC2=O)CC1	-4%[44.1 µM]
O=C(N1C[C@H](CO)C[C@H](CN2CCCC2)C1)C1(Cn2cccn2)CC1	-2%
COc1cc(NS(=O)(=O)c2cc(Br)cc3c2N(C(C)=O)C(C)C3)cc(OC)c1 (stereo not drawn)	-13%
Cc1cc(C)cc(NC(=O)c2ccc3c(c2)N(C)C2CCCCN2C3=O)c1 (stereo not drawn)	-20%
CS(=O)(=O)N1C[C@H]2CCN(Cc3c(F)cccc3Cl)C[C@H]21	-16%
O=C(c1cc(Cl)ccc1F)N1CCC(Cc2nc(-c3ccc(F)cc3)no2)CC1	?
COCCNC(=O)CC[C@]12CC[C@](C)(O)C[C@H]1C(C)(C)C[C@@H]2NC(=O)CC(C)(C)C	-10%[44.1 µM]
COc1ccc(C(=O)N[C@@H]2CCC[C@@H]2C(=O)N2CCN(c3ncccn3)CC2)cn1	-14%
O=C(CCn1c(=O)c2ccccc2n(CC(=O)Nc2ccc(F)cc2)c1=O)NCCc1ccccc1	9%
CCN(CCCNC(=O)c1ccc(Sc2ccc(Cl)cc2)c(NC(C)=O)c1)c1ccccc1	7%
Cc1ncc2c(n1)C[C@@H]1CC[C@H]2N1C(=O)Nc1ccc(F)cc1F	-1%
